IMP-1 inh: IMP-1 metallo-beta-lactamase inhibitors, primary screen, biochemical, epi-absorbance readout, Pseudomonas aeruginosa enzyme | metallo-beta-lactamase IMP-1 (Pseudomonas aeruginosa) | actives 0.45% (n = 290,000) | inhibition, % at 5.6 µM | purified IMP-1, nitrocefin hydrolysis, epi-absorbance fluorescence;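 active = inhibition above the mean plus 3 SD of all compounds in the same screening run, cut at about 4.5% in these data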;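 also: 0% = IMP-1 with DMSO and 100% = DMSO wells lacking enzyme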
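System: Purified recombinant IMP-1 metallo-beta-lactamase enzyme | Measured by: Fluorescence quenching readout, ex 480/em 530 nm | Replication: Singlicate | Incubation: 15 min preincubation plus 25 min reaction at 25 °C | Evaluation: Percent inhibition from optical density relative to buffer-blank wells | Benchmarks: DMSO with and without IMP-1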
IDE cell activ: human IDE activators in live cells, primary screen, fluorescence polarization, HEK cells, FAbeta-B substrate; Insulin-degrading enzyme (Homo sapiens), P14735; FAbeta-B cleavage; 0% vehicle, 100% cell-free pure enzyme wells; actives 0.073% (n = 340,000); activation, % at 5.96 µM;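 active = activation above the mean of all tested compounds plus 3 SD, set per screening campaign, cut at about 17% in these data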
DNA FID counter: compounds displacing fluorescent DNA intercalator, primary screen, artefact control for HCV NS3 helicase inhibitor project, biochemical, FID fluorescence; DNA fluorescent intercalator displacement; inhibition, % at 7.9 µM; actives 0.17% (n = 290,000); AID 1845, 2009; in the data active = inhibition above about 37%;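 also: 0% = vehicle and 100% = reference compound; higher means more ethidium bromide displaced from hairpin DNA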
NS3 helicase inh: inhibitors of HCV NS3 helicase, primary screen, biochemical, Cy5 molecular beacon fluorescence; actives 0.56% (n = 290,000); NS3 helicase DNA unwinding; inhibition, % at 10.9 µM;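 active = inhibition above the mean of all tested compounds plus 3 SD, set per campaign, cut at about 35% in these data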;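 also: 0% = DMSO wells and 100% = thioflavine S control wells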
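assay system = NS3 helicase fragment of HCV | buffer or medium = MOPS pH 6.5, MgCl2, DTT, Tween20, BSA | timing = 60 min unwinding reaction at 25 °C after ATP addition | signal = Cy5 beacon fluorescence read at start and 1 h | read-out basis = % inhibition of unwinding | control set = low DMSO, high thioflavine S at 110 µM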
p-CIP stab down: p/CIP-EGFP fusion destabilizers, primary screen, fluorescence, F442A cells. AID 1984, 2009. decrease of EGFP signal, % at 10 µM. actives 0.01% (n = 290,000). 16 h. Q05BA5;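 active = EGFP signal decrease of at least 30% at 10 µM or well 3 SD below plate mean, unless failing retest; inactive = the rest, including hits failing retest or dose response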; also: some compounds called inactive have numbers as strong as hits; many of its hits are not listed in these tables
VIM-2 inh: VIM-2 metallo-beta-lactamase inhibitors, primary screen, biochemical, epi-absorbance readout, Pseudomonas aeruginosa enzyme | purified VIM-2, nitrocefin hydrolysis, epi-absorbance fluorescence | inhibition, % at 5.6 µM | actives 0.89% (n = 290,000);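 active = inhibition above the mean of all tested compounds plus 3 SD, cutoff set per screening run, cut at about 7.5% in these data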;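 also: red hydrolysis product quenches plate fluorescence so inhibitors raise well fluorescence; 0% = enzyme with DMSO and 100% = DMSO without enzyme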
PHOSPHO1 block: PubChem AID 1565; inhibition, % at 13.3 µM; actives 1.1% (n = 290,000); recombinant PHOSPHO1, absorbance phosphatase assay; Phosphoethanolamine/phosphocholine phosphatase (Homo sapiens), Q8TCT1; in the data active = inhibition above about 60%
Target sequence (Q8TCT1 whole entry, looked up): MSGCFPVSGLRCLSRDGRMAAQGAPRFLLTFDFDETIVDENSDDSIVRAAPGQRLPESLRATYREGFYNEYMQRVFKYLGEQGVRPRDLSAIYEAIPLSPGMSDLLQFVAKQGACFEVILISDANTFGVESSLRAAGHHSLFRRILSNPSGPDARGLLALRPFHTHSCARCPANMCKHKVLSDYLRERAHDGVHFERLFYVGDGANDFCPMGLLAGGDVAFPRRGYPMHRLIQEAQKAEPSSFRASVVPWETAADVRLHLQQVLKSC
MEKK3 PB1 HTS: modulators of MEKK3-MEK5 PB1 binding, primary screen, biochemical, wildtype MEKK3, multiplex bead flow cytometry, Alexa488-MEK5; Mitogen-activated protein kinase kinase kinase 3 (Homo sapiens), Q99759; bead-based flow cytometry, Alexa488-MEK5 binding to MEKK3; actives lie on both sides; 0 = blocked by unlabeled MEK5, 100 = vehicle; binding response (% of control), % at 10 µM; actives 1.4% (n = 290,000); AID 1529, 2009;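 active = binding response more than 3 SD above or below the average of its plate-row segment, actives on both sides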;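 also: Alexa488 bead fluorescence after subtracting the streptavidin-only scavenger bead signal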
Target sequence (Q99759 whole entry, looked up): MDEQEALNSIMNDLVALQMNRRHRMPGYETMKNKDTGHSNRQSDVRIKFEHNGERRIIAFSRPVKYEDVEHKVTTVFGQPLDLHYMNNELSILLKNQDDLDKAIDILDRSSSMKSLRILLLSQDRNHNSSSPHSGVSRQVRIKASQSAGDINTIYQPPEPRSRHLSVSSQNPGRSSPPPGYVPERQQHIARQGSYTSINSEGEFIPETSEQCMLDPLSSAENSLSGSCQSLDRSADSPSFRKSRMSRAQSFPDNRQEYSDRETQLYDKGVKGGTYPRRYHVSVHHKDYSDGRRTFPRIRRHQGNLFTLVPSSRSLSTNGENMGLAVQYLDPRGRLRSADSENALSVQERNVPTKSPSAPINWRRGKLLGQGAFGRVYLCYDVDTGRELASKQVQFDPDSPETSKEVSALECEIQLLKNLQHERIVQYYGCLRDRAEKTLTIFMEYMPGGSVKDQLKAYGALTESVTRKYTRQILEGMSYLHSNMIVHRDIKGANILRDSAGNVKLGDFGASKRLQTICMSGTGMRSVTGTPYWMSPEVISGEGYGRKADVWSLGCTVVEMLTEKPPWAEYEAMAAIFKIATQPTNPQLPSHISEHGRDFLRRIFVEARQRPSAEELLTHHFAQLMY
SUMO HTRF inh: inhibitors of in vitro SUMOylation cascade, primary screen, biochemical, HTRF, uHTS | HTRF SUMOylation assay, SAE1/SAE2 + UBC9 | inhibition, % at 35 µM | AID 2006, 2009 | actives 0.36% (n = 290,000); in the data active = inhibition above about 50%, passing the limit was not always enough; also: strong numbers were not always called active
Target sequence (P63279 whole entry, looked up): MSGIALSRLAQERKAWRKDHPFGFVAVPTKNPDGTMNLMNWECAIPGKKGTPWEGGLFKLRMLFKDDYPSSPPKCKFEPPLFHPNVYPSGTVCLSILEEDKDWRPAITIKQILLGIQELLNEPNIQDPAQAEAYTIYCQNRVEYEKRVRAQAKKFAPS
Numbers without * were called inactive; . = not tested or not shown; & = joins results of further samples. This is a subset; count on the stated rates, not on these rows.

SMILES | IMP-1 inh | IDE cell activ | DNA FID counter | NS3 helicase inh | p-CIP stab down | VIM-2 inh | PHOSPHO1 block | MEKK3 PB1 HTS | SUMO HTRF inh
COP(=O)(c1ccc(N(C)C)cc1)C(O)c1ccccc1 (configuration not stated) | -3.4 | 2 | -5 | -5 | -1 | -2.7 | 24 | 105 | -2
Cc1ccc(Oc2ccc(Oc3ccc(C)cc3)nn2)cc1 | -3.2 | 0 | -9 | 6 | 10 | 0.5 | 12 | 99 | 11
N#CCSc1nc(N)c(C#N)c(C2CCCCC2)c1C#N | -0.3 | -4 | -6 | -11 | -19 | -3.5 | 15 | 103 | -19
CC(C)NCCCCOc1cccc(Br)c1 | -2.9 | -1 | 10 | -1 | -2 | -0.6 | 16 | 94 | 0
CCOC(=O)c1c(C)[nH]c(C(=O)COC(=O)c2oc3ccccc3c2C)c1C | -2.0 | -2 | -2 | 3 | 3 | -1.4 | 24 | 100 | 2
CCc1cc2c3c(c(=O)oc2cc1OC)CCCC3 | -4.2 | 5 | -14 | -7 | -13 | 5.5 | 10 | 99 | 16
Cc1ccc(F)cc1NC(=O)CSc1nc(Nc2ccccc2)nc(N2CCOCC2)n1 | 0.2 | 6 | -5 | -13 | -28 | -0.2 | 18 | 109 | -6
C/C(=N\NC(=O)c1ccc(O)cc1)c1ccc(N2CCOCC2)cc1 | -1.6 | 5 | 2 | -3 | 3 | -0.8 | 41 | 91 | 14
NC(=O)C1CCN(C(=O)CN2CCN(c3cccc(C(F)(F)F)c3)CC2)CC1 | -3.4 | -5 | -11 | -5 | 5 | -2.7 | 10 | 94 | -6
Cc1ccc(Sc2ncccc2/C=N/O)cc1 | 0.0 | -6 | -2 | -2 | -18 | 2.1 | 20 | 99 | -4
CCOCCCNC(=O)C1CCN(C(=O)N(C)C)CC1 | -0.1 | -3 | 5 | -10 | -10 | 1.8 | 4 | 100 | 2
Cc1nc2nc(COc3ccccc3)[nH]n2c(=O)c1C | -4.8 | 0 | -2 | 1 | -3 | -3.7 | -57 | 113 | 6
COc1cc(C(=O)NC(c2ccccc2)c2ccccc2)cc(Cl)c1OC | -1.7 | -8 | -16 | 2 | 0 | -1.1 | 7 | 99 | -25
COc1ccccc1-n1c(SCC(=O)N2CCOCC2)nc2ccccc2c1=O | -1.1 | -1 | -17 | 2 | 1 | -1.3 | 19 | 99 | -14
CC(C)NC(=O)/C(C#N)=C/c1ccc2c(c1)OCCO2 | 1.0 | 4 | 3 | -3 | 4 | -0.7 | 9 | 95 | -6
CCCn1c(C(C)Nc2nc(-c3cccc(Br)c3)cs2)nc2ccccc21 (configuration not stated) | -1.2 | 2 | -15 | -9 | -8 | 7.9* | -2 | 105 | -6
Cc1cc2c(cc(C(=O)OCC(=O)NCc3ccco3)n2C)s1 | -1.9 | -2 | -7 | 0 | 8 | -0.3 | 45 | 85 | -11
CC(C)n1ncc(N2CCOCC2)c(Cl)c1=O | -3.1 | 2 | -6 | 0 | 6 | -3.3 | 36 | 104 | 10
C[C@]12CCC3C(CC[C@H]4CC(O)CC[C@]34C)C1CC/C2=N/NC(=O)c1ccncc1 (some centres not stated) | -0.9 | 0 | -43 | -2 | -3 | -2.1 | 33 | 107 | 10
Cc1ccc(NC(=O)NCc2cccnc2)cc1 | -1.3 | 0 | 0 | 3 | 5 | -0.9 | 27 | 100 | 0
Cc1ccc2nc(C)c(Cl)c(=O)n2c1 | -5.3 | -1 | -3 | 0 | 2 | -2.7 | 1 | 94 | 3
Cc1cc(OCC(=O)NCCc2ccc(Cl)cc2)c2c(C)cc(=O)oc2c1 | -0.6 | 0 | -9 | -11 | -8 | -0.8 | 7 | 107 | .
Clc1ccc(COn2c(-c3ccccc3)nc3ccccc32)cc1 | 1.6 | 5 | -13 | -14 | -6 | -2.0 | 4 | 103 | -24
Cc1nnc(SCC(=O)NC2CCCCC2C)s1 (configuration not stated) | -2.8 | 3 | -2 | 4 | -30 | -1.3 | 48 | 99 | 26
CCOC(=O)C1=C(O)/C(=C\c2ccc(O)c(OCC)c2)N=C1C | -2.7 | 0 | -11 | 15 | -12 | -1.6 | 33 | 105 | -7
Cc1[nH]n(-c2cccc3ccccc23)c(=O)c1C=Nc1ccc2[nH]c(=O)[nH]c2c1 | -2.4 | -3 | -10 | -18 | 10 | -2.7 | 2 | 100 | -8
COc1ccc(CC(=O)Oc2ccc(C)cc2C)cc1 | -2.0 | 3 | -27 | -2 | 4 | -2.3 | 41 | 104 | -6
Cc1cc(C)c(C)c(/C=C(/C#N)C(N)=S)c1C | 3.3 | 4 | -3 | -6 | -16 | -3.4 | 17 | 102 | 0
O=C(CNS(=O)(=O)c1ccccc1)Nc1ccccc1Br | 3.2 | -3 | -1 | 4 | -8 | -1.6 | 20 | 106 | 2
CC(=O)Nc1ccc(NC(=O)[C@H](C)NC(=O)c2ccco2)cc1 | -0.8 | 1 | -3 | -1 | -16 | 0.7 | 31 | 96 | 8

2 of the compounds above, with tabs:
structure	IMP-1 inh	IDE cell activ	DNA FID counter	NS3 helicase inh	p-CIP stab down	VIM-2 inh	PHOSPHO1 block	MEKK3 PB1 HTS	SUMO HTRF inh
CCOC(=O)C1=C(O)/C(=C\c2ccc(O)c(OCC)c2)N=C1C	-2.7	0	-11	15	-12	-1.6	33	105	-7
Cc1[nH]n(-c2cccc3ccccc23)c(=O)c1C=Nc1ccc2[nH]c(=O)[nH]c2c1	-2.4	-3	-10	-18	10	-2.7	2	100	-8

(more compounds)
SMILES | IMP-1 inh | IDE cell activ | DNA FID counter | NS3 helicase inh | p-CIP stab down | VIM-2 inh | PHOSPHO1 block | MEKK3 PB1 HTS | SUMO HTRF inh
COc1c(Cl)cc(Cl)cc1C(=O)Nc1ccc(CN2CCOCC2)cc1 | 1.8 | 4 | -3 | -2 | -7 | -0.1 | 41 | 106 | -2
Cc1ccc(-n2cc3ccc([N+](=O)[O-])cc3n2)cc1 | -5.6 | -1 | 4 | 0 | -5 | -3.8 | 0 | 98 | 21
N#CCCn1c(SCC(=O)NCC2CCCO2)nc2ccccc21 (configuration not stated) | -4.0 | 4 | -3 | -1 | 0 | -1.5 | -27 | 107 | 15
O=C1CN(S(=O)(=O)c2ccccc2C(F)(F)F)CCN1 | 0.3 | 0 | -1 | -6 | -5 | -1.7 | 28 | 77 | 0
COc1ccc(N)c2c1OCCC2=O | -4.7 | -1 | 6 | 14 | -39 | -3.0 | -2 | 98 | 20
COc1ccc(Cl)cc1NC(=O)CCN1CCN(Cc2ccccc2)CC1 | -2.5 | 2 | 11 | -10 | -7 | -2.1 | 29 | 110 | 8
COc1ccccc1N1CCN(S(=O)(=O)c2ccc(Br)s2)CC1 | -2.2 | -6 | -12 | 7 | 9 | -0.4 | 32 | 102 | -12
CCOC(=O)c1ccc(NC(=O)CSc2nnc(CNC(=O)c3c(F)cccc3Cl)o2)cc1 | -2.2 | 5 | -9 | -4 | -3 | -2.4 | 26 | 104 | -1
COc1ccc(C2N(S(=O)(=O)c3ccc(C)cc3)CCN2S(=O)(=O)c2ccc(C)cc2)cc1 | 1.6 | 7 | -6 | 4 | 0 | 1.0 | 24 | 98 | 10
COc1ccc2c(-c3ccccc3)cc(SCC(=O)NC3CCS(=O)(=O)C3)nc2c1 (configuration not stated) | -1.2 | -5 | -6 | -16 | -2 | -1.2 | 22 | 98 | -11
O=S1(=O)CCO[C@H]2Cc3ccccc3[C@H]2N1Cc1ccc(F)cc1 | -1.5 | -9 | -15 | -25 | -12 | 0.5 | -24 | 102 | 11
O=C(NN1CCOCC1)c1sc2cccc(F)c2c1Cl | -2.9 | 2 | -1 | 6 | -17 | -1.2 | 38 | 102 | 21
CCc1ccc(C(=O)/C=C/Nc2ccc(S(=O)(=O)Nc3cnc4ccccc4n3)cc2)cc1 | -2.5 | 4&8 | -6 | 8 | -11 | -1.0 | 30 | 90 | 26
O=C(c1cccc(F)c1)N1CCC(N2CCOCC2)CC1 | -2.8 | 3 | 6 | 10 | -12 | 0.6 | 12 | 102 | 20
Cc1ccc(-n2c(N)c(C(=O)N3CCOCC3)sc2=S)c(C)c1 | -1.9 | 1 | -7 | -2 | -6 | -1.8 | 88* | 114 | 14
Fc1ccc(C(c2nnnn2CCc2ccccc2)N2CCCc3ccccc32)cc1 (configuration not stated) | -1.9 | -1 | -20 | -1 | -4 | -2.2 | -3 | 108 | -4
Clc1ccc(-c2noc(CN3CCOCC3)n2)cc1 | -0.5 | . | -1 | -6 | -15 | -3.3 | 25 | 98 | 12
COc1ccccc1N1C(=O)CC(Nc2ccc(N3CCOCC3)cc2)C1=O (configuration not stated) | -6.2 | -1 | -30 | 28 | -2 | -4.4 | -17 | 88 | 11
CCn1c(COc2ccccc2C)nnc1SCC(=O)NC1CCCC1 | -3.0 | 9 | -33 | 0 | -3 | 0.6 | 30 | 94 | -3
CNS(=O)(=O)c1cc(NC(=O)c2cccc3cccnc23)ccc1C | -3.3 | -1 | -20 | -2 | 4 | 5.2 | 14 | 101 | 2
NC(=O)c1ccsc1NC(=O)COC(=O)C1CC2CCCC(C1)C2=O (configuration not stated) | -1.6 | 4 | -16 | 8 | 10 | 1.4 | -6 | 99 | 10
COc1ccc(C(C(=O)NCc2ccc(F)cc2)N(C(=O)c2csnn2)C2CC2)cc1 (configuration not stated) | -2.8 | 0 | -26 | -8 | -12 | -0.9 | 17 | 101 | 10
Cc1c(C(=O)N2CCN(c3ccccn3)CC2)oc2ccccc12 | 3.3 | -4 | -21 | -5 | 4 | 0.4 | -10 | 99 | -4
COc1ccc(CCN(C)C(=O)/C=C/c2c(Cl)nc3ccccn23)cc1OC | -0.7 | 0 | -14 | 6 | -18 | 1.5 | -8 | 87 | 23
COC(=O)CSc1ccc2nnc(-c3ccc(F)cc3)n2n1 | -2.1 | 6 | -7 | 5 | 2 | 0.6 | 44 | 105 | 44
COc1ccc(CCNC(=O)c2nn(C)c3c2CS(=O)(=O)c2ccccc2-3)cc1OC | -3.2 | 2 | -21 | 7 | 5 | -2.1 | 19 | 98 | 8
COC(=O)Cc1c(C)c2ccc(OC3CCCCC3=O)cc2oc1=O (configuration not stated) | -2.6 | -2 | -13 | -2 | -9 | 4.4 | 37 | 109 | 15
Cc1c(Cl)cccc1NC(=O)C1CCCCC1 | -1.8 | . | -3 | -7 | -16 | -3.2 | 32 | 98 | -4
COc1ccc(/C=N/NC(=O)C2COc3ccccc3O2)cc1OC (configuration not stated) | -4.1 | -2 | -16 | 0 | -14 | 0.4 | 37 | 99 | 5

From PubChem BioAssay
